# Screening results from PubChem BioAssay.
# miR-122 sensor = miR-122 Renilla sensor signal increase in Huh7, primary screen, miR-122 inhibitor project, cell-based, single point, plate reader; 340,000 tested, 0.3% active; Huh7 miR-122 Renilla luciferase sensor, 48 h; neutral wells = 0, positive control = 100; activation (reporter increase), % at 12.5 µM; AID 602342, 2012;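 active = mean replicate activation score at least 90 and every replicate individually at or above 90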;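 also: higher luciferase means less miR-122 activity so hits act as miR-122 inhibitors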
# PGC1a acetyl inh = inhibitors of PGC1a acetylation signal, primary screen, cell-based, U2OS, AlphaScreen, inhibitor mode. AlphaScreen anti-acetyl-lysine; with virally co-expressed GCN5 acetyltransferase. inhibition, % at 15.6 µM. 350,000 tested, 0.17% active. AID 651687, 2012;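 active = every replicate shows inhibition of at least 40%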;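 also: 0% = neutral control wells and 100% = positive control wells; some results beyond the cut were filed as inactive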
# PglD DTNB = C. jejuni PglD acetyltransferase inhibitors, primary screen, biochemical, DTNB colorimetric, single point; inhibition, % at 12.5 µM; purified PglD enzyme, DTNB colorimetric CoA detection; UDP-N-acetylbacillosamine N-acetyltransferase PglD (Campylobacter jejuni); 360,000 tested, 0.098% active; in the data active = inhibition above about 16%, passing the limit was not always enough; also: strong numbers were not always called active
# E-sel inducer = E-selectin induction in HUVECs, primary screen, imaging, HUVEC, immunofluorescence imaging, single point; P16581; normalized: neutral wells 0, TNF-alpha wells 100; activation, % at 7.58 µM; 260,000 tested, 0.37% active;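 active = mean E-selectin-positive cell signal at least 10% of the positive control, reached in at least 60% of replicates, without over 20% cell loss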;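 also: in these data hits start at about 27%; measured in HUVEC primary endothelial cells; signal is the percent of cells scored E-selectin positive by PE staining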
#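 Assay system: HUVEC primary endothelial cells. Input: 3,000 HUVEC seeded per well. Doses: one compound dose added by pin transfer. Read-out basis: % PE-positive cells. Benchmarks: TNF-alpha high, DMSO low. Detection: immunofluorescence imaging. Buffer or medium: EGM-2, gelatin.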
# RAD52 anneal inh = RAD52 DNA annealing inhibitors, primary screen, biochemical, FRET, single point, set 2; AID 651710, 2012; DNA repair protein RAD52 homolog (Homo sapiens), P43351; 360,000 tested, 0.46% active; inhibition, % at 18.7 µM; recombinant RAD52 DNA annealing, FRET fluorescence;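 active = every replicate showing at least 50% inhibition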
# RAD54 inh = inhibitors of human RAD54 branch migration, primary screen, biochemical, fluorescence, single point. DNA repair and recombination protein RAD54-like (Homo sapiens), Q92698. RAD54 Holliday junction branch migration, FAM/BHQ fluorescence. inhibition, % at 10.4 µM. 360,000 tested, 0.14% active;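 active = mean normalized replicate activity at least 40 and at least half of replicates scoring 40 or more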;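 also: 0% = median of neutral control wells and 100% = median of positive control wells; inhibitors cause a drop in the FAM fluorescence signal; in these data hits start at about 50%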
# Target sequence (Q92698 whole entry, looked up): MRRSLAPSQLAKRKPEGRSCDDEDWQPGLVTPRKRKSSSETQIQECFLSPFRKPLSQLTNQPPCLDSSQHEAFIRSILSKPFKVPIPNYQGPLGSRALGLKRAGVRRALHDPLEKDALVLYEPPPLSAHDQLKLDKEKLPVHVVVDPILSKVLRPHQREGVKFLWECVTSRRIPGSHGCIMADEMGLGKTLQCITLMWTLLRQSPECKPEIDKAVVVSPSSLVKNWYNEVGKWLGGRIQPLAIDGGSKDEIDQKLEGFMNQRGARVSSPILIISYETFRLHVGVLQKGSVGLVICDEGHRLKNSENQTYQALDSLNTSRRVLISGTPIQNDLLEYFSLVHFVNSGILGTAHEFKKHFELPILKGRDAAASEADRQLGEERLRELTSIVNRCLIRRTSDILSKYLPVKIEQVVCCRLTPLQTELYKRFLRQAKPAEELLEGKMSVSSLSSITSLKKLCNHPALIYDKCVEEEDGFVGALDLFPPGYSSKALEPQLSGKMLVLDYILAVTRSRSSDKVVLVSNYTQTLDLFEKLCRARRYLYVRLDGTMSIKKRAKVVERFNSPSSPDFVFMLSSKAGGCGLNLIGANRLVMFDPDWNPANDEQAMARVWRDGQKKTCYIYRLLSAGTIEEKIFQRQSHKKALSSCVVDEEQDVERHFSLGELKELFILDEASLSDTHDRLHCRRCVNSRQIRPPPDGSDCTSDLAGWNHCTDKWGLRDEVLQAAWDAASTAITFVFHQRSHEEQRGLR
# Cneo AK release = Cryptococcus neoformans cell lysis inducers, primary screen, AK release luminescence, single concentration; C. neoformans lysis, adenylate kinase release luminescence, 4 h; normalised: neutral wells 0, clomiphene wells 100; lysis activity, % at 15 µM; 360,000 tested, 0.2% active; AID 651654, 2012;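 active = mean lysis activity across replicates of at least 80%, whatever share of replicates individually reach that level; inactive = mean lysis activity below 80%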
#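 read-out = cell lysis signal | test system = log-phase Cryptococcus neoformans yeast cells | input = cells at 5 × 10^6 per mL | medium = fresh YPD growth medium | signal = luminescent adenylate kinase detection reagent | timing = 4 h at 37 °C static, read 1 h later | dosing = single dose | controls = Clomiphene as positive lysis control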
# ERAP1 inh = human ERAP1 aminopeptidase inhibitors, primary screen, biochemical, single point, plate reader | inhibition, % at 10.7 µM | 340,000 tested, 0.15% active | recombinant ERAP1, Leu-AMC fluorescence, 60 min | Endoplasmic reticulum aminopeptidase 1 (Homo sapiens), Q9NZ08;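 active = mean replicate inhibition of at least 30%, or all replicates individually reaching that 30% level; inactive = mean below 30% and not every replicate reaching it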;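 also: 0% = neutral control wells and 100% = L-leucinethiol positive control wells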
# * marks the source's active call; other numbers are inactive results; . = no result given; [ ] = dose if it differs, or a comment.
SMILES,miR-122 sensor,PGC1a acetyl inh,PglD DTNB,E-sel inducer,RAD52 anneal inh,RAD54 inh,Cneo AK release,ERAP1 inh
COc1cc(C(=O)/C=C/c2cccnc2)ccc1O,.,.,1,.,-9,12,0,2
O=C(NC12CC3CC(CC(C3)C1)C2)N1CCC(n2nnc3ccccc32)CC1,-8,2,9,.,.,-17,-2,.
Cc1onc(-c2ccccc2)c1C(=O)OCC(=O)N1CCC(C)CC1,.,0,.,0.1,5,.,.,1
CC(C)(C)c1ccc(C2SCC(=O)N2c2cccc(C(=O)O)c2)cc1 (stereo not given),-6,4,3,0.0,-10,1,1,2
COc1cccc(NC(=O)N(C)C[C@H]2Oc3ncc(C#Cc4ccccc4)cc3C(=O)N([C@@H](C)CO)C[C@@H]2C)c1,1[16.7 µM],8,0,0.1,-10,0,-2,-2
C[C@@H]1CCCCO[C@H](CN(C)C(=O)Nc2ccccc2)[C@@H](C)CN([C@H](C)CO)C(=O)c2cc(NS(C)(=O)=O)ccc2O1,8[16.7 µM],-9,1,0.0,8,1,-3,-2
Cc1ccc(C)c(OCC(=O)Nc2c(C)n(C)n(-c3ccccc3)c2=O)c1,-3,3,0,.,-9,-6,0,-3
CC(=O)c1c(C)[nH]c(C(=O)OCC(=O)c2ccc3c(c2)NC(=O)CO3)c1C,16,-3,-1,-0.3,-25,-6,6,2
Cc1ccc(C2C=C(c3ccccc3)Nc3nc(N4C(=O)CCC4=O)nn32)cc1 (stereo not given),-5,-6,.,-1.5,-13,.,.,-4
CCOc1ccc(S(=O)(=O)N2CCCCC2)cc1NS(=O)(=O)c1cccs1,33,-2,2,.,-17,2,-1,3
CCc1ccc(C(=O)c2cc3ccc(O)cc3oc2=O)cc1,9,7,-13,0.0,-16,-6,0,-7
Oc1ccc(-c2[nH]ncc2-c2ccc(Br)cc2)c(O)c1,.,0,4,0.2,3,-1,-1,-1
CCC(=O)Nc1ccc2c(c1)OC[C@@H](C)N(C(=O)c1cnccn1)C[C@@H](C)[C@H](OC)CN(C)C2=O,.,3,-1,0.0,10,4,5,-5
COc1ccc(N2CCN(C(=O)CN3C(=O)NC(C)(C4CC4)C3=O)CC2)cc1 (stereo not given),-4,2,-1,.,-6,-1,-1,0
C/C=C1\COC(C(=O)NCc2ccccc2)(C(F)(F)F)C=C1C=C1CCCCC1 (stereo not given),.,.,1,-0.3,-18,-9,3,1
CCCNC(=O)[C@H]1[C@H](CO)[C@H]2Cn3c(ccc(C4=CCCC4)c3=O)[C@H]2N1C(=O)C1CC1,-2[16.7 µM],.,-5,-0.3,-19,1,6,1
Cc1[nH]c2ccccc2c1C(=O)C(C)OC(=O)c1ccccc1NCCO (stereo not given),.,-2,-1,0.0,-17,-5,-1,2
O=C(NC1CCCCC1)C1CCCN(S(=O)(=O)c2cccs2)C1 (stereo not given),2,-3,0,.,.,2,-1,.
O=C(CCC(=O)Nc1ccc(F)cc1)N/N=C/c1ccccc1,-3,2,-4,0.2,-14,-21,-1,-1
CN1c2ccc(-c3ccccc3F)cc2[C@@H]2[C@@H](CCN2S(=O)(=O)c2ccccc2)[C@H]1CO,5[16.7 µM],3,0,-0.2,20,-4,2,-1
Cc1ccc(Nc2nc(N)nc(CCl)n2)cc1,-24,5,1,0.3,-1,7,-9,0
COc1ccccc1Nc1nc(N)nc(CN2CCC(Cc3ccccc3)CC2)n1,-9,-4,-8,.,.,4,-1,.
CO[C@@H]1CN(C)C(=O)c2cc(NC(=O)Nc3ccccc3Cl)ccc2OC[C@H](C)NC[C@@H]1C,5[16.7 µM],4,-4,-0.2,0,3,2,3
COC(=O)c1ccc(CN2CC(=O)N3[C@H](CO)[C@H](c4ccc(-c5ccccc5F)cc4)[C@H]3C2)cc1,.,-7,.,-0.2,-2,.,.,1
O=C(COC(=O)/C=C/c1cccc(F)c1)NC1CC1,-8,2,5,.,-10,-3,1,5
C[C@H](CO)N1C[C@H](C)[C@@H](CN(C)S(C)(=O)=O)Oc2ccc(NS(=O)(=O)c3cccs3)cc2CC1=O,0[16.7 µM],6,-2,-3.9,-4,4,2,-2
C[C@@H]1CN([C@@H](C)CO)C(=O)c2cc(NS(=O)(=O)c3cn(C)cn3)ccc2O[C@@H](C)CCCCO[C@H]1CN(C)Cc1ccccc1,5[16.7 µM],-9,3,-0.1,-1,-2,-1,3
CC(=O)c1ccc(N2CC(C)(C)C2=O)cc1,-5,7,6,.,-8,-16,-1,3
CN1CCN(C(=O)Nc2ccccc2CC[N+](=O)[O-])CC1,-1,1,1,0.4,-16,-2,1,0
CC1(C(=O)Nc2cccc(Oc3ccccc3)c2)CCN1Cc1cccc2c1OCO2 (stereo not given),-3,-1,12,0.0,-21,1,0,-4

# Ordered by heavy-atom count (high to low): part of the list above.
SMILES,miR-122 sensor,PGC1a acetyl inh,PglD DTNB,E-sel inducer,RAD52 anneal inh,RAD54 inh,Cneo AK release,ERAP1 inh
COC(=O)c1ccc(CN2CC(=O)N3[C@H](CO)[C@H](c4ccc(-c5ccccc5F)cc4)[C@H]3C2)cc1,.,-7,.,-0.2,-2,.,.,1
CO[C@@H]1CN(C)C(=O)c2cc(NC(=O)Nc3ccccc3Cl)ccc2OC[C@H](C)NC[C@@H]1C,5[16.7 µM],4,-4,-0.2,0,3,2,3
CCCNC(=O)[C@H]1[C@H](CO)[C@H]2Cn3c(ccc(C4=CCCC4)c3=O)[C@H]2N1C(=O)C1CC1,-2[16.7 µM],.,-5,-0.3,-19,1,6,1
Cc1[nH]c2ccccc2c1C(=O)C(C)OC(=O)c1ccccc1NCCO (stereo not given),.,-2,-1,0.0,-17,-5,-1,2

# More records:
SMILES,miR-122 sensor,PGC1a acetyl inh,PglD DTNB,E-sel inducer,RAD52 anneal inh,RAD54 inh,Cneo AK release,ERAP1 inh
COc1ccc(CN(C)S(=O)(=O)c2nnc(NC(=O)c3ccccc3OC)s2)cc1OC,-10,10,-2,.,-25,6,1,0
C[C@H]1CN([C@@H](C)CO)C(=O)c2cccc(NS(=O)(=O)c3cn(C)cn3)c2O[C@H]1CN(C)C(=O)Nc1ccc(F)cc1,-5[16.7 µM],-3,1,3.4,-12,2,-68,-2
COc1cccc(NC(=O)COC(=O)CNS(=O)(=O)c2c(F)cccc2F)c1,-2,6,-6,.,-32,-17,-3,6
COc1ccc(/C=c2\sc3nc(-c4ccccc4)c(-c4ccccc4)n3c2=O)cc1OC,3,-6,1,.,.,3,7,.
CCC(=O)N1[C@H](CO)[C@H](c2ccc(-c3ccccc3OC)cc2)C12CN(C(C)=O)C2,.,0,.,-0.3,-21,.,.,-1
COc1ccc(-c2cc3c(=O)n(CC(=O)N4CCCC4)ncn3n2)cc1,-2,-5,.,-0.1,-23,.,.,2
CCCN1CCc2c(sc(NC(=O)CCS(=O)(=O)c3ccccc3)c2C(N)=O)C1,0,-6,-1,4.2,-7,3,0,-4
Cc1ccc(-n2nc3c(c2NC(=O)c2ccc4c(c2)OCO4)CSC3)cc1,-1,1,1,.,.,-8,-7,.
O=C(COC(=O)C1CCN(c2ccc(C(F)(F)F)cn2)CC1)NC1CCCCC1,.,.,-2,2.5,-14,-4,13,-3
C=C(C)C1CC=C(C)/C(=N/NC(=O)c2ccc(NC(=O)CC)cc2)C1 (stereo not given),-2,7,3,.,-1,4,4,3
Cn1c(=O)c2c(nc(CN3CCN(c4ccccc4)CC3)n2Cc2ccccc2Cl)n(C)c1=O,-4,10,0,.,.,-2,-2,.
CC(=O)C1[C@H](N(C)C)CC2C3CC=C4CC(O)CC[C@]4(C)C3CC[C@@]21C (stereo not given in full),.,.,2,-0.1,-3,-4,0,1
C[C@H]1CN([C@@H](C)CO)C(=O)c2cc(C3=CCCC3)cnc2O[C@@H]1CN(C)C(=O)Nc1ccccc1,3[16.7 µM],0,3,0.1,1,0,0,2
CC(C)n1nc(C(=O)OCC(=O)N2CC(=O)Nc3ccccc32)c2ccccc2c1=O,-5,3,5,.,-1,0,1,-1
CC(C)NC(=O)N1CC(=O)N2[C@H](CO)[C@@H](c3ccc(/C=C/c4ccccc4)cc3)[C@@H]2C1,.,-2,.,1.5,1,.,.,1
C/C(=N\NC(=O)COc1ccccc1[N+](=O)[O-])c1cccc(NC(=O)c2ccncc2)c1,-3,.,-3,.,-8,0,-1,3
Cc1ccc(CC(=O)NCCCn2ccnc2)cc1,.,8,.,0.7,-21,.,.,8
CN(CC(=O)Nc1ccc(Cl)c(C(F)(F)F)c1)C(=O)Cc1c[nH]c2ccccc12,-3,-2,-2,.,-11,-1,-2,-5
CCCOc1ccc(-c2c(C(=O)N/N=C/c3cccnc3)nnn2-c2nonc2N)cc1,2,9,1,.,-3,-3,-1,-6
Cc1ccccc1-n1c(SC2CCOC2=O)nnc1-c1ccncc1 (stereo not given),.,19,4,0.3,-31,-4,2,-3
Cc1cc(C)c(S(=O)(=O)Nc2ccc(C(=O)O)cc2)cc1S(=O)(=O)Nc1ccc(C(=O)O)cc1,4,10,-4,.,-17,-8,1,6
O=C(NC[C@H]1[C@@H](c2ccccc2)[C@@H](CO)N1C(=O)C1CCC1)NC1CCCC1,-7[16.7 µM],3,2,-0.2,.,1,97*,.
COc1ccccc1-c1cc(C(=O)N2CCN(c3ccc(F)cc3)CC2)no1,3,-1,2,.,.,-1,9,.
COc1ccc([C@H]2C[C@@H](O)[C@H](n3cc(-c4ccc(F)cc4)nn3)CN2C(=O)C2CCCCC2)cc1,-1,-12,-1,4.3,-11,6,0,.
COc1ccc(C(C(=O)NC2CCCCC2)N(C(=O)c2snc(C(N)=O)c2N)c2ccccc2OC)cc1 (stereo not given),14,6,1,.,-4,-5,-4,-4
O=C(c1ccco1)N1CCN(S(=O)(=O)c2ccc3[nH]c(=O)oc3c2)CC1,.,.,3,.,-7,9,4,3
c1ccc(SCc2cn(C[C@H]3CC[C@@H]([C@@H]4CC[C@H](Cn5cc(CSc6ccccc6)nn5)O4)O3)nn2)cc1,2,-2,1,-0.1,2,6,-3,0
C/C=C/c1ccc2c(c1)O[C@H](CN(C)C(=O)c1cccnc1)[C@H](C)CN([C@H](C)CO)S2(=O)=O,12[16.7 µM],0,1,0.0,5,-1,-2,4
O=C(N/N=C/c1ccccc1O)c1ccc2c(c1)OCO2,-14,11,-8,-0.3,-5,-18,-5,2
Cc1cc(C)c2nc(N3CCC(C(=O)N4CCN(C(=O)c5ccco5)CC4)CC3)sc2c1,-27,.,-4,.,.,-9,1,.
CCCC(=O)OCC(=O)Nc1cc([N+](=O)[O-])ccc1OC,-1,6,.,-0.2,-21,.,.,-3
CO[C@H](C(=O)N(C)C[C@@H]1OCc2ccccc2-c2c(n(C)c3ccccc23)C(=O)N([C@H](C)CO)C[C@@H]1C)c1ccccc1,-1,5,1,-0.1,-9,1,-1,-2
COc1ccc(CC(=O)OCC(=O)Nc2ncc(Cl)cc2Cl)cc1OC,-3,-6,1,.,.,-6,2,.
CCOC(=O)C(Cc1ccccc1)C(=O)Nc1cccc2ccccc12 (stereo not given),-2,.,0,.,.,4,0,.
CN(C)Cc1cc(C(C)(C)c2ccccc2)ccc1O,-2,4,.,0.9,5,.,.,1
